Assay outcomes (PubChem)
VHR inh color: blocks the human dual specificity phosphatase VHR1; P51452; recombinant VHR phosphatase, colorimetric substrate read-out; inhibition, % at 20 µM; 50,000 compounds, 0.7% hits; AID 1992; in the data active = inhibition above about 60%; note: some results filed as inactive read as strong as hits
Target sequence (P51452 whole entry, looked up): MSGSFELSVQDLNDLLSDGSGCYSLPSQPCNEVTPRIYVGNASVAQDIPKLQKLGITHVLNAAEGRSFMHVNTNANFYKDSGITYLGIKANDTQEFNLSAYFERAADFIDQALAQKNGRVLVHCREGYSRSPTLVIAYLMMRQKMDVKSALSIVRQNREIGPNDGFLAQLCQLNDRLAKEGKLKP
Numbers without * were called inactive. An excerpt. The share of hits here may be higher or lower than overall.

Molecule,VHR inh color
N#Cc1ccccc1OCC(=O)N/N=C/c1ccccc1,-4.1
Cc1cc([N+](=O)[O-])ccc1NC(=O)/C=C/c1ccccc1Cl,96.4
O=S(=O)(Nc1cccc(Br)c1)c1ccc2ccccc2c1,3.4
Nc1nnc(SCC(=O)Nc2ccc([N+](=O)[O-])cc2)s1,-33.5
Cc1cc(/C=N/N2C(=O)c3ccccc3C2=O)c(C)n1-c1ccc(F)cc1,60.1
CCN(Cc1ccccc1)S(=O)(=O)c1c(C)cc(C)cc1C,70.4
O=C(COc1nc2ccccc2s1)N1c2ccccc2CCc2ccccc21,-2.3
O=C(NCCCO)C(=O)NCc1ccccc1Cl,5.7
Cc1ccnc(NS(=O)(=O)c2ccc(NC(=O)c3cc(-c4ccc(Br)cc4)nc4ccccc34)cc2)n1,-7.0
C=CCc1cccc2cc(C(=O)Nc3ccc(OCC)cc3)c(=O)oc12,-4.9
COc1ccc2c(c1)OCC/C2=N\OC(=O)c1cc(F)c(F)cc1Cl,-4.5
CC(NC(=O)c1ccc(I)cc1)c1ccccc1 (stereo unspecified),-6.4
COc1ccccc1CN1CCN(S(=O)(=O)c2ccc(Cl)cc2)CC1,-1.3
CC1=CC(C)(C)N(C)C(=S)N1c1ccccc1,-1.0
O=C(N/N=C\c1ccc(F)cc1)C(Nc1cc([N+](=O)[O-])ccc1O)c1ccccc1 (stereo unspecified),-5.7
CCOc1cc(/C=C2\SC(=Nc3ccc(C)c(Cl)c3)NC2=O)ccc1O,54.7
COC(=O)c1ccc(/C=C2/N=C(c3ccc(OC)cc3)N(c3ccc(F)cc3)C2=O)cc1,-8.4
CC1=C(C(=O)Nc2cccc(Cl)c2C)C(c2cccs2)NC(=O)N1 (stereo unspecified),-3.9
COc1ccc(C(=O)Nc2ccc(OC)cc2[N+](=O)[O-])c(OC)c1,-27.7
CCOC(=O)C1CCN(C(=O)c2cccc(F)c2)CC1,-2.6

Ordered by heavy-atom count (highest first): part of the list above.
Molecule,VHR inh color
COC(=O)c1ccc(/C=C2/N=C(c3ccc(OC)cc3)N(c3ccc(F)cc3)C2=O)cc1,-8.4
COc1ccccc1CN1CCN(S(=O)(=O)c2ccc(Cl)cc2)CC1,-1.3
CC1=CC(C)(C)N(C)C(=S)N1c1ccccc1,-1.0

Following part.
Molecule,VHR inh color
O=C1NC(=O)/C(=C\c2ccc(Cl)cc2Cl)S1,-5.6
CCCOP(=O)(OCCC)C(Nc1cccc(C(F)(F)F)c1)c1ccc(C)cc1 (stereo unspecified),-4.5
O=c1n(-c2ccccc2)c(=O)n2n1C1c3ccccc3C2c2ccccc21,-20.8
Fc1cccc(Cl)c1Cc1noc(/C=C/c2ccccc2)n1,-14.8
Cn1c(CC(O)(c2ccccc2)c2ccccc2)nc2ccccc21,-2.7
Cc1ccc(C2Nc3ccccc3NC3=C2C(=O)CC(c2ccccc2)C3)s1 (stereo unspecified),-6.4
O=C(Nc1ccc(Br)cc1C(=O)O)c1ccc2c(c1)C(=O)N(C1CCCCC1)C2=O,-14.6
CC1(C)CC(=O)c2sc(NC(=O)c3ccccc3)nc2C1,-20.2
CC(=O)Nc1ccccc1NC(=O)C(c1ccccc1)c1ccccc1,13.2
COc1ccccc1C1C(C(=O)OCCOc2ccccc2)=C(C)NC2=C1C(=O)CCC2 (stereo unspecified),-1.4
COc1ccccc1N1N=C(c2ccc([N+](=O)[O-])cc2)CC1c1ccccc1 (stereo unspecified),-1.7
O=C(Nc1ccc(/C=C/c2ccccc2)cc1)c1ccc(F)cc1,-12.6
O=C(Nc1cccc(-c2nc3ccccc3s2)c1)c1cc2ccccc2oc1=O,-5.8
O=C(NCC1CCCO1)c1cc2n(n1)C(C(F)(F)F)CC(c1ccc(Cl)cc1)N2 (stereo unspecified),-8.8
COc1ccc2c(c1OC)C(=O)N(c1nc(-c3ccccc3)cs1)C2=O,-3.1
CN1CCN(c2nc3ccccc3nc2N2CCN(C)CC2)CC1,-16.0
COc1cc2c(c(OC)c1OC)c(=O)oc1cc(O)ccc12,-5.9
COc1ccc(C2(C(N)=O)CCOCC2)cc1OC,-10.0
O=C(c1ccc(S(=O)(=O)N2CCCC2)cc1)N1CCN(C/C=C/c2ccccc2)CC1,13.9
Cc1oc2cc(Br)c(O)cc2c1C(=O)OC(C)C,-8.6
COc1ccccc1N1CCN(C(=S)Nc2ccc(F)cc2)CC1,2.0
Cc1cc2nc(-c3ccc(NC(=O)c4ccccc4)cc3O)oc2cc1C,15.7
CC(C)CN1C(=O)c2ccc(C(=O)Nc3nccs3)cc2C1=O,6.4
COc1ccc(C2=NN(C(=O)CCC(=O)O)C(c3ccccc3OC)C2)cc1 (stereo unspecified),-12.2
O=C(Cn1nnc2ccccc21)NNC(=S)Nc1ccccc1,73.7
Cc1ccc(N(CC(=O)NCCSc2ccc(Cl)cc2)S(=O)(=O)c2ccc(F)cc2)cc1,-10.5
COC(=O)C1=C(N)Oc2n[nH]c(C)c2C1c1ccc(Br)cc1 (stereo unspecified),-11.0
CCCCOC(=O)c1ccc(N2CCCCC2)cc1,-2.9
Cc1ccc(NC(=S)NCCOc2cccc3ccccc23)c(C)c1,13.9
COc1cc(NC(=O)COc2cccc(C)c2C)c(OC)cc1Cl,14.3
CCc1ccc(OCCNc2cc(NCC(C)O)ccc2[N+](=O)[O-])cc1 (stereo unspecified),-29.6
O=C(CSc1n[nH]c(-c2ccccc2)n1)c1ccccc1,3.8
COc1cc(NC(=O)c2ccc(C(C)(C)C)cc2)ccc1NC(=O)c1cc2ccccc2o1,-9.7
Cc1ccc([N+](=O)[O-])cc1NC(=O)CCCOc1ccccc1,-5.4
CNC(=O)CN(c1ccc(OC)cc1OC)S(C)(=O)=O,4.1
COc1ccc(OC)c(/C=N/N2CCN(Cc3ccc(Cl)cc3)CC2)c1,-13.2
CCN(CC)C(=O)c1sc(NC(=O)c2ccc(C(C)(C)C)cc2)c(C(=O)OC(C)C)c1C,1.1
Cc1ccccc1C(=O)Nn1cnnc1,-1.6
CC(C)C(NC(=O)c1ccc(CN(c2ccccc2)S(C)(=O)=O)cc1)C(C)C,-10.7
Cc1ccc(O)c(C=Nc2c(C)nn(C)c2C)c1,7.9
C/C(=N/NC(=O)CNc1ccc(C)cc1)c1ccc(Br)s1,-4.1
CC(C)(C)N1C(=O)NC(=O)C(=Cc2ccc(Br)s2)C1=O,-18.1
COc1cc(C=O)c(Br)cc1OCc1ccccc1Cl,-14.4
CS(=O)(=O)N1CCN(c2ccc([N+](=O)[O-])c(NC3CC3)c2)CC1,-14.0
CCOc1ccc2cc(S(=O)(=O)NCc3cccnc3)ccc2c1,1.8
CCC(=O)N(CCc1ccccc1)C1CC(=O)N(c2ccc(OC)cc2)C1=O (stereo unspecified),-6.5
COc1cc(OC)cc(C(=O)Nc2cc(C)ccc2OC)c1,-1.1
O=C(Nc1nc2ccc(Br)cc2s1)c1cccc(Cl)c1,9.0
O=C(CC(=O)c1ccccc1O)c1ccc(Br)cc1,8.4
COc1ccc(CN2CCN(C3CCCCC3)CC2)cc1OCc1ccccc1,6.5

Other records.
Molecule,VHR inh color
O=C1NC(=O)N(c2ccc(Cl)cc2)C(=O)/C1=C/c1ccc(O)c(I)c1,-9.0
CC(C)OC(=O)C1C(=O)CC(C)(O)C(C(=O)OC(C)C)C1c1cccc([N+](=O)[O-])c1 (stereo unspecified),-22.1
COc1ccc(OCCn2cc(C=O)c3ccccc32)cc1,8.4
OC(COc1ccc(Cl)cc1)CSc1nc2ccccc2s1 (stereo unspecified),-21.2
CS(=O)(=O)c1ccc2nc(NC(=O)C3CCCCC3)sc2c1,-28.9
O=C(NCCNc1ccc([N+](=O)[O-])cc1Cl)c1ccccc1Br,-39.2
O=C1CS/C(=N/S(=O)(=O)c2ccccc2)N1,-21.5
COc1cc(/C=C2\C(=O)NC(=O)N(Cc3ccccc3)C2=O)ccc1OCC(N)=O,-1.1
Cc1cccc(NCCC(=O)c2ccc([N+](=O)[O-])cc2)c1C,17.5
Cc1ccc(OCC(=O)NNC(=O)c2cc(Cl)ccc2O)c(C)c1,1.2

Laid out differently: results already given
> COc1ccc(CN2CCN(C3CCCCC3)CC2)cc1OCc1ccccc1
- VHR inh color: 6.5

> O=C1NC(=O)N(c2ccc(Cl)cc2)C(=O)/C1=C/c1ccc(O)c(I)c1
- VHR inh color: -9.0

Other results follow:
Molecule,VHR inh color
CC(=O)c1cccc(NC(=O)c2cccc(S(=O)(=O)N3CCOCC3)c2)c1,21.0
Cc1ccc(NCC(=O)N/N=C\c2cccc(OC(=O)c3ccccc3)c2)cc1,4.2
CN(C)c1ccc(/C=N/S(=O)(=O)c2cccs2)cc1,-11.8
CC1CCN(c2cc(N3CCN(C(=O)c4cccc(F)c4F)CC3)c([N+](=O)[O-])cc2F)CC1,0.8
Cc1ccc2nc(-c3sc(=S)n(-c4ccccc4)c3N)[nH]c2c1,36.1
Cc1ccc(C)c(NCC(=O)Nc2c(C)cccc2C)c1,-6.8
O=C(CCCN1CCN2CCCC2C1)c1ccc(F)cc1 (stereo unspecified),-23.5
COc1ccc(/C=C2/C(=O)ON=C2c2ccccc2)cc1,-0.8
COc1ccc(C2SCC(=O)N2c2c(C)n(C)n(-c3ccccc3)c2=O)cc1 (stereo unspecified),-8.9
Cc1cccc(OCC(=O)Nc2ccc(Cl)cc2)c1C,15.3

The last 3 entries of the section above open the next one.
Molecule,VHR inh color
COc1ccc(/C=C2/C(=O)ON=C2c2ccccc2)cc1,-0.8
COc1ccc(C2SCC(=O)N2c2c(C)n(C)n(-c3ccccc3)c2=O)cc1 (stereo unspecified),-8.9
Cc1cccc(OCC(=O)Nc2ccc(Cl)cc2)c1C,15.3
C#CCOc1cc(Br)c(/C=C2\C(=O)NC(=O)N(c3ccc(Cl)cc3)C2=O)cc1OC,4.9
Cc1ccc(OCC(=O)Nc2ccc([N+](=O)[O-])cc2)c(C)c1,-25.4
COc1ccc(-n2nc3cc(C)c(NC(=O)c4ccco4)cc3n2)cc1,-19.2
COc1ccc(-c2cc(C(=O)Nc3sc4c(c3C(N)=O)CCCC4)c3ccccc3n2)cc1OC,5.9
Cn1c(=O)cc2c3c(c(Nc4cccc(Cl)c4)ccc31)C(=O)c1ccccc1-2,0.6
Cc1cc(-c2ccc(C)o2)c(C#N)c(=S)[nH]1,-11.7
COc1ccc(S(=O)(=O)N(CCc2ccccc2)CC(=O)NCc2ccc(Cl)cc2)cc1,3.4
COC(=O)c1ccc(NC(=S)Nc2ccccc2)cc1,-16.7
CC(C)=CCC(C)(C)CN(C=O)CC(C)(C)CC=C(C)C,-3.8
COc1ccccc1C(O)c1cnc(C(C)C)n1C (stereo unspecified),-8.9

A few values from above:
Cc1ccc(OCC(=O)Nc2ccc([N+](=O)[O-])cc2)c(C)c1 in VHR inh color reads -25.4
Cc1cc(-c2ccc(C)o2)c(C#N)c(=S)[nH]1 in VHR inh color reads -11.7

Next part
Molecule,VHR inh color
Cc1ccc(C(=O)CSc2ccccc2C(=O)O)cc1,-18.0
NC(N)=NS(=O)(=O)c1ccc(N/C=C2/CCCCC2=O)cc1,-3.5
CC1C(C(=O)N(C=O)c2ccc(Br)cc2)C2C=CC1C21CC1 (stereo unspecified),12.6
Cc1n[nH]c(C)c1CCC(=O)N/N=C/c1cccs1,-14.5
O=C(CN1CCCCC1)Nc1ccc(I)cc1,8.7
Cc1cccc(N2C(=O)c3ccc(N)cc3C2=O)c1C,-6.8
O=C1NC(=Nc2cccc(Cl)c2Cl)S/C1=C\c1cccc([N+](=O)[O-])c1,5.1
C=CCNC(=O)c1cc(OC)c(OC)c(OC)c1,-28.1
NS(=O)(=O)c1ccc(NC(=O)COc2ccc3ccccc3c2)cc1,11.2
Cc1ccc(-n2nc(C)c3c(=O)oc(C)cc32)cc1,-12.7
CCC1=NN2C(=N)/C(=C/c3ccc(OCc4ccccc4)cc3)C(=O)N=C2S1,-7.9
O=C(CSc1nc2sc3c(c2c(=O)[nH]1)CCCC3)NCc1ccco1,-3.7
COC(=O)CN(c1ccccc1Cl)S(C)(=O)=O,-2.3
Cc1ccc(O)c(NC(=O)c2ccc(Cl)cc2)c1,-7.7
COc1ccccc1C(=O)Nc1nc2ccccc2n1CCOc1ccccc1,16.2
CC(c1ccccc1)C1C(C#N)=C(N)Oc2n[nH]c(-c3ccccc3)c21 (stereo unspecified),-9.5
CCCOC(=O)C1=C(C)NC2=C(C(=O)CCC2)C1c1cc(Br)ccc1OC (stereo unspecified),2.0
O=S(=O)(c1ccc(Br)cc1Br)N1CCN(c2ccccc2)CC1,-23.0
CCOc1ccc(C(=O)NCCNc2ccc(Cl)cc2[N+](=O)[O-])cc1Br,-8.2
O=C(CN1C(=O)c2ccccc2C1=O)Nc1cccc(-c2nc3ccccc3c(=O)o2)c1,-3.2
COc1ccc(NC(=O)C2CCCN(Cc3ccccc3)C2)cc1OC1CCCC1 (stereo unspecified),4.2
O=C(Nc1ccc(OC(F)(F)F)cc1)c1ccc(Cl)cc1Cl,-12.5
CCOC(=O)C1=C(C)NC(SCC(N)=O)=C(C#N)C1c1cccc([N+](=O)[O-])c1 (stereo unspecified),-30.4
COc1ccccc1/C=C1/SC(=S)N(CCC(=O)Nc2nnc(C)s2)C1=O,-10.6
O=c1c2ccccc2[nH]c(=S)n1-c1ccccc1,-0.3
Cc1ccc(N2NC(=O)/C(=C\c3cccc([N+](=O)[O-])c3)C2=O)cc1,22.0
CCC(=O)Nc1ccc2nn(-c3ccc(Cl)cc3)nc2c1,4.4
CC1=C(C(=O)OCCOc2ccccc2)C(c2ccc(Cl)cc2)NC(=O)N1 (stereo unspecified),77.6
O=C1NC(=O)N(c2cccc(Cl)c2)C(=O)/C1=C/c1ccc(Oc2ccc([N+](=O)[O-])cn2)cc1,-20.8
Cc1ccc2nc(-c3ccc(OCC(=O)N/N=C/c4ccc([N+](=O)[O-])o4)cc3)cc(-c3ccccc3)c2c1,32.2
Cc1ccc(OCC(=O)O/N=C(\N)c2cccc([N+](=O)[O-])c2)c(C)c1,-0.8
